Abeta yeast res – restores growth of yeast expressing A-beta42 peptide; yeast expressing A-beta42, growth rescue, OD600, 48 h; response scale: 0% DMSO, 100% iron-clioquinol control; Potency, µM (highest dose often 46.1 µM), for inactives: at the top dose growth rescue, usual class: activators; 410,000 compounds, 0.063% hits; note: potency is the fitted concentration of half-maximal effect; nearly all actives have a fitted effect of over 55% in size
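Yeast growth medium received pinned compounds, then yeast cells expressing toxic A-beta were added; plates incubated at 30 C for 48 hr. Growth read as absorbance at 600 nm, normalized to DMSO and equimolar FeCl3 plus clioquinol controls.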
EPAC2 antagonist – blocks human EPAC2 exchange factor | EPAC2 GEF exchange of Rap1B-BODIPY-GDP, fluorescence | Potency, µM (top dose mostly 114 µM), inactives show at the top dose activity, negative = inhibition, actives largely listed as inhibitors | 360,000 compounds, 0.18% hits | AID 720708; note: potency is the fitted concentration of half-maximal effect; % is set by controls: 0 for no effect and ±100 for the full control effect; nearly all actives have a fitted effect of over 45% in size; many of its hits are not listed in these tables
EPAC2 agonist – EPAC2 (human) agonism. Q8WZA2. EPAC2 activation, biochemical qHTS; response scale: 100% = 6.5 mM cAMP response. Potency, µM (doses to about 154 µM), for inactives: at the top dose activation, hits mostly activators. 360,000 compounds, 0.079% hits; note: potency is the fitted concentration of half-maximal effect; nearly all actives have a fitted effect of over 50% in size
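Fluorescence exchange assay: 100 nM EPAC2 with 250 nM RAP1B-BODIPY-GDP and 50 uM GDP; compounds tested as a concentration-titration series (qHTS). Loss of Rap1-bound BODIPY-GDP fluorescence read at 480/540 nm; data normalized to 6.5 mM cAMP.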
TDP43 rescue – inhibitors of TDP-43 toxicity in yeast; TDP-43 expressing yeast growth rescue, BacTiter-Glo, 24 h; Potency, µM (top dose mostly 46.1 µM), for the others: at the top dose growth rescue (activation), hits mostly activators; 410,000 compounds, 1.8% hits; note: potency is the fitted concentration of half-maximal effect; % of control where 0% means no effect; nearly all actives have a fitted effect of over 50% in size
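In this qHTS, compounds that restore growth of yeast expressing TDP-43 appear as activators. Cells (OD600=0.02, galactose medium, raffinose-pregrown) are incubated with compound 24 hr at 30 deg C and growth is quantified by BacTiter-Glo.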
DRD3 antagonist – D3 dopamine receptor (human) antagonism. D3R cells, DiscoveRx beta-arrestin luminescence, antagonist mode; hits give low values. max response, negative = inhibition, %. 360,000 compounds, 2.5% hits; in the data active = max response below about -50%; inconclusive = no clear call, values can overlap the other calls; note: % is set by controls: 0 for no effect and ±100 for the full control effect; mostly tested at two doses, the higher about 12 µM
Target sequence (P35462 whole entry, looked up): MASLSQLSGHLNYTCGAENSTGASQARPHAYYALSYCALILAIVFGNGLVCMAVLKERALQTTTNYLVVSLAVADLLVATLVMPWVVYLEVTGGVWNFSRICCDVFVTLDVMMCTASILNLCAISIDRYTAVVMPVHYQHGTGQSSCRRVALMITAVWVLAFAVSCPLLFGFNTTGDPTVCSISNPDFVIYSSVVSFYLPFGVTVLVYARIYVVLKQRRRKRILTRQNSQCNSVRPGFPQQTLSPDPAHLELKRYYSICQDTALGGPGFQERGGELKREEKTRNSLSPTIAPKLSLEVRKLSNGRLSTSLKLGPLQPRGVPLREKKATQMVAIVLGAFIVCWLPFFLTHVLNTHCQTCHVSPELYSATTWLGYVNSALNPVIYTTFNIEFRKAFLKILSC
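Cells plated overnight at 1500 cells/well, then exposed to library compounds with dopamine controls for 90 minutes at 37 degrees C. DiscoveRx reagent added for 30–60 minutes at room temperature; luminescence read, quantitative HTS format.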
aSyn yeast inh – rescues yeast growth from alpha-synuclein toxicity; Yeast expressing alpha-synuclein, growth rescue, BacTiter-Glo, 24 h; AID 652106; Potency, µM (series often up to 46.1 µM), for inactives: top-dose growth rescue (activation), most hits filed as activators; 370,000 compounds, 0.14% hits; note: potency is the fitted concentration of half-maximal effect; % of control where 0% means no effect; nearly all actives have a fitted effect of over 65% in size
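Rescue of yeast growth: cells expressing toxic alpha-synuclein, induced in galactose at OD600 0.02, incubated with compound 24 h at 30 C. ATP luminescence quantified growth; inhibitors of toxicity appear as activators.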
FUS yeast rescue – suppressors of FUS proteinopathy in yeast | Potency, µM (top dose mostly 76.6 µM), for the others: top-dose growth rescue (activation), usual class: activators | 390,000 compounds, 0.24% hits | AID 1347120 | S. cerevisiae FUS-expressing, growth rescue, OD600, 24 h;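 note: potency is the fitted concentration of half-maximal effect; plate controls were DMSO vehicle for no effect and reference control for full effect; nearly all actives have a fitted effect of over 55% in size; some results filed as inactive show a strong effect at the top dose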
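Cultures pregrown in 2.5% raffinose medium are shifted to minimal medium containing 2% galactose to express toxic FUS. Compounds are tested at several concentrations. After 24hr at 30C, growth is quantified at 600 nm absorbance.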
D3 ag – activates the human D3 dopamine receptor; D3R DiscoveRx beta-arrestin cells, luminescence, 90 min; max activation, %; 410,000 compounds, 0.58% hits; AID 652048; in the data active = max activation above about 30%; note: 0% is about no effect; mostly tested at two doses, the higher about 12 µM
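Agonist mode: compounds and dopamine controls were applied to plated cells for 90 min at 37 degrees C after an overnight attachment at 1500 cells/well. Luminescent read-out followed 30 - 60 minutes at room temperature with DiscoveRx detection reagent.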
Starred values were filed as active, the others as inactive; ? = inconclusive; / = not tested or not shown; [ ] = another dose, or the depositor's remark. Unless noted, calls come from the whole dose curve; as a rule, active = well fitted curve in the direction sought with a large enough effect; inconclusive = small, poorly fitted or top-dose-only effect, or another doubt; inactive = no such curve, though single readings can be large; an effect the other way counts as inactive or inconclusive. Only part of the results is shown, so the mix of outcomes need not match the whole.

SMILES	Abeta yeast res	EPAC2 antagonist	EPAC2 agonist	TDP43 rescue	DRD3 antagonist	aSyn yeast inh	FUS yeast rescue	D3 ag
O=C(NCc1ccccn1)C(=O)NN=C1CCCCCCC1	-15%	5%	8%	8%	1	-4%	-9%	-4
CC(/C=C/c1ccco1)=N\NC(=O)CNc1ccc2ccccc2c1	-5%	1%	11%	13%	-4	2%	1%	0
S=C1NCCOCCOCCOCCOCCN1	15%	6%	-4%	-13%	2	4%	22%	11
COc1cccc(/C=N/n2c(-c3ccco3)nc3ccccc3c2=O)c1OC	11%	-3%	8%	-2%	17	-3%	-10%	8
CCOc1ccccc1CNC(=O)C1CCN(S(=O)(=O)c2cccc3nonc23)CC1	-3%	/	/	7%	/	/	-19%	8
O=c1c2c(-c3ccccc3)csc2ncn1/N=C/c1cccc([N+](=O)[O-])c1O	-32%[inhibitor]	-16%	0%	?	-52*	?	27%	-15
CC(C)(C)Cc1nc2ccccc2n1CCc1ccccc1	8%	?	12%	-6%	?	5%	7%	-10
Cc1ccc(S(=O)(=O)Nc2cccc3c2CCCC3)cc1	-19%	?	-8%	8%	13	8%	/	-3
CN(Cc1ccccc1)C(=O)COC(=O)c1ccc(=O)n(Cc2ccccc2)n1	-2%	-8%	0%	-8%	1	2%	-4%	-3
CCCCCNC(=O)C(c1ccc(-c2ccccc2)cc1)n1c(=O)c(-c2ccccc2)nc2ccccc21 (stereo unspecified)	6%	7%	2%	26%	24	4%	2%	5
Cc1cc(C)n2nc(C(=O)NCc3ccccc3)cc2n1	-1%	-3%	13%	-7%	23	1%	15%	15
Cc1ccc(NC(=O)CC2NCCNC2=O)cc1 (stereo unspecified)	6%	-2%	-1%	-5%	31	-3%	-4%	-2
CN1CCN(NC(=S)Nc2ccccc2)CC1	-11%	14%	-1%	-15%	-29	-7%	5%	-11
Cc1ccccc1NC(=O)c1ccc(Nc2c([N+](=O)[O-])cc([N+](=O)[O-])c3ccccc23)cc1	-4%	2%	5%	-17%	-71*	-6%	/	-10
O=C(Nc1ccc2c(c1)CCCN2C(=O)c1cccs1)c1cccc(C(F)(F)F)c1	-6%	/	/	4%[9.22 µM]	/	/	40%	-3
CCCNc1nc2c(c(=O)n(C)c(=O)n2C)n1CCc1ccccc1	-2%	-5%	7%	-7%	18	6%	9%	5
Cc1ccc(-c2csc(N3CCN(c4ccc5nc(-c6ccncc6)n(CCN6CCCCC6)c5c4)CC3)n2)cc1	-2%	-6%	8%	11%	-17	2%	?	-38
CC(C)N(C(=O)C(=O)c1cccn1-c1ccccc1C#N)C(C)C	30%	-3%	-6%	7%	-9	-7%	-4%	2
COc1cc(OC)cc(-c2c(-c3ccc(F)cc3)c3cc(-c4ccc(OC)nc4)ccc3n2C)c1	9%	-19%	-3%	19%	20	-7%	-4%	-12
CC(C)(C)[C@@H]1C=C(C(=O)NC2CC2)O[C@H](OCc2ccc(CO)cc2)C1	7%	19%	6%	13%	-19	12%	2%	-4
O=C(/C=C/c1ccc(Cl)cc1)NC1CCS(=O)(=O)C1 (stereo unspecified)	-3%	3%	7%	18%[9.22 µM]	0	0%	2%	1
CCOc1ccc2nc(N(Cc3cccnc3)C(=O)c3ccc4c(c3)OCCO4)sc2c1	6%	/	/	26%	/	/	0%	8
COc1ccc(CCNC(C)C(=O)Nc2ccc(S(N)(=O)=O)cc2)cc1 (stereo unspecified)	-12%	-6%	0%	-9%	-9	-3%	20%	21
COc1ccc(NC(=O)COc2cccc3c2OC(C)(C)C3)c(OC)c1	8%	-3%	23%	?	24	5%	16%	-8
COc1ccc(-c2nc(NCCCN(C)C)c3ccccc3n2)cc1	-15%	6%	5%	-2%	-1	-5%	-13%	4
O=C(COC(=O)c1cncc(Br)c1)Nc1nnc(-c2ccccc2)o1	7%	-2%	7%	4%	2	-7%	16%	1
CCCc1nnc(NC(=O)C2CCCO2)s1 (stereo unspecified)	-15%	25%	5%	3%	-19	-11%	28%	20
COc1ccc(NC(=O)/C(=C\c2ccncc2)NC(=O)c2ccccc2)cc1	-15%	-2%	9%	14%	4	0%	15%	2
Cc1cn2c(=O)c(S(=O)(=O)NCc3ccccc3Cl)c(C)nc2s1	-5%	/	/	8%	/	/	-17%	2
O=C(COC(=O)c1ncc(Cl)c(Cl)c1Cl)NNC(=O)c1ccccc1	0%	5%	3%	9%	12	-7%	/	2
COc1cc(CCC(=O)NNC(=O)c2ccc(C)cc2)cc(OC)c1OC	2%	5%	5%	-13%	10	1%	-5%	11
Cc1ccc(-c2csc3nc[nH]c(=S)c23)cc1	13%	-3%	-10%	18µM*	-21	9%	1%	0
OCCN(Cc1ccccn1)Cc1ccccn1	-44%[inhibitor]	-1%	7%	-4%	4	-4%	-7%	5
CC(=O)NC1=NN(C(C)=O)C(C)(c2cccs2)S1 (stereo unspecified)	14%	-11%	-85%[15.6 µM]	-15%	-19	0%	-45%	-12
COc1ccccc1CNC(=O)c1nn(C)c2c1CS(=O)(=O)c1ccccc1-2	20%	-5%	12%	6%	-6	1%	25%	-4
O=C(CCc1nc(-c2ccccn2)no1)NCc1ccc2c(c1)OCO2	5%	-5%	-7%	10%	1	1%	-3%	-3
O=C(N/N=C/c1ccc(O)c([N+](=O)[O-])c1)C(O)(c1ccccc1)c1ccccc1	-9%	-12%	-3%	-12%	0	-2%	-15%	-11
NS(=O)(=O)c1ccc(CCNC(=O)Cc2ccc(S(=O)(=O)N3CCCC3)s2)cc1	-6%	-6%	-2%	-18%	29	3%	6%	15
COc1ccc(CNC(=O)c2ccc(Cl)c(S(=O)(=O)N3CCOCC3)c2)cc1OC	-8%	-3%	-1%	4%	3	-1%	-3%	3
CC(C)(C)NS(=O)(=O)c1ccc(NC(=O)C2CC(=O)N(CCc3ccc(F)cc3)C2)cc1 (stereo unspecified)	1%	-4%	6%	5%	11	7%	?	-4
O=C(Nc1ccccc1F)C(=O)Nc1cccc2ccccc12	1%	-5%	-7%	14%	-3	5%	-7%	-6
Cc1cc2c(Nc3ccccc3O)ncnc2s1	9%	5%	13%	8%	-8	0%	-9%	-7
CCn1c(SCC(=O)N(C)C2CCS(=O)(=O)C2)nnc1-c1ccccc1 (stereo unspecified)	4%	1%	2%	4%	1	-10%	4%	6
CC(C)(C)S(=O)(=O)c1ccc2nc3c(n2c1)CCCC3	1%	-1%	9%	20%	-3	-3%	16%	3
CCOC(=O)/C(=C\c1ccc(N2CCC(c3ccccc3)=N2)cc1)C(C)=O	-15%	169%[activator]	100µM*	21%	-5	-12%	/	-18
Cc1ccc(C(CNS(=O)(=O)c2ccc(C)cc2)N2CCN(C)CC2)cc1 (stereo unspecified)	0%	5%	-2%	15%	-11	-1%	13%	-26
COc1ccccc1NCCC(=O)OCC(=O)Nc1ccc(Cl)cn1	11%	-1%	4%	28%	0	1%	6%	1
Cc1ccccc1CNC(=O)C1CCC(=O)N(C2CC2)C1 (stereo unspecified)	3%	-2%	4%	9%	-4	-1%	-1%	4
CC1CCN(CCCCOc2ccc(C(C)(C)C)cc2)CC1	-7%	-10%	5%	-4%	-88*	2%	5%	-20
Cc1c(Cl)cccc1NC(=O)Nc1nnc(N(C)Cc2ccccc2)s1	-14%	/	/	-23%	/	/	-21%	-4

Further records.
SMILES	Abeta yeast res	EPAC2 antagonist	EPAC2 agonist	TDP43 rescue	DRD3 antagonist	aSyn yeast inh	FUS yeast rescue	D3 ag
COc1ccc(NC(=O)C(c2ccccn2)N(C(C)=O)c2ccc(C)cc2)cc1 (stereo unspecified)	0%	-1%	3%	6%	-28	-13%	/	-7
NC(=O)c1ccc(NC(=O)c2cc(S(=O)(=O)N3CCCCC3)ccc2N2CCOCC2)cc1	-10%	-9%	8%	8%	-2	7%	15%	2
CCN(CC)S(=O)(=O)c1ccc(Cl)c(NC(=O)COc2ccc3c(C)cc(=O)oc3c2)c1	5%	-1%	-10%	11%	8	-4%	/	7
Nc1ccc(-c2ccc(N)cc2C(F)(F)F)c(C(F)(F)F)c1	2%	-7%	-5%	?	-17	18%	-9%	-6
CC1CCC2(CC1)NC(=O)N(CC(=O)c1cccn1C)C2=O (stereo unspecified)	15%	12%	-6%	3%	11	0%	-3%	0
CCC(C(=O)Nc1nccs1)(C(F)(F)F)C(F)(F)F	10%	-4%	6%	-8%	30	2%	19%	12
O=C(O)c1ccc(COc2ccccc2Cl)cc1	1%	0%	15%	6%	16	18%	4%	1
CCOC(=O)c1cccc(NC(=O)c2cc(S(=O)(=O)N3CCCC3)cn2C)c1	4%	/	/	27%	/	/	-12%	-1
COC(=O)Cc1c(C)nc2nc(NCc3ccc(Cl)cc3)[nH]n2c1=O	3%	-1%	0%	4%	-4	-1%	11%	-5
O=C(Nc1ccc(F)cc1F)NC1CCCc2ccccc21 (stereo unspecified)	10%	-2%	4%	-7%	29	-2%	6%	7
O=C(CCc1nc2ccccc2c(=O)[nH]1)Nc1ccccc1N1CCCCC1	-1%	3%	7%	15%	-10	1%	-12%	4
COc1ccc(S(=O)(=O)c2ccc(OC)cc2)cc1	1%	-1%	9%	-3%	1	-2%	?	-2
CCCCCOC(=O)C1[C@H]2C(=O)N(CCCOC)C[C@]23C=C[C@H]1O3 (stereo partly specified)	-2%	-2%	-18%	-1%	3	8%	39%	1
CCCC1(CCC)NC(=O)N(CC(=O)c2cc(C)n(-c3ccc4c(c3)OCO4)c2C)C1=O	2%	8%	-10%	8%	19	1%	4%	5

Full records from above. Values in the order: Abeta yeast res, EPAC2 antagonist, EPAC2 agonist, TDP43 rescue, DRD3 antagonist, aSyn yeast inh, FUS yeast rescue, D3 ag
S=C1NCCOCCOCCOCCOCCN1 across the screens: 15%, 6%, -4%, -13%, 2, 4%, 22%, 11
Cc1ccc(-c2csc3nc[nH]c(=S)c23)cc1 across the screens: 13%, -3%, -10%, 18µM*, -21, 9%, 1%, 0
CC(C)N(C(=O)C(=O)c1cccn1-c1ccccc1C#N)C(C)C across the screens: 30%, -3%, -6%, 7%, -9, -7%, -4%, 2
Cc1cc(C)n2nc(C(=O)NCc3ccccc3)cc2n1 across the screens: -1%, -3%, 13%, -7%, 23, 1%, 15%, 15
CC(C)(C)NS(=O)(=O)c1ccc(NC(=O)C2CC(=O)N(CCc3ccc(F)cc3)C2)cc1 (stereo unspecified) across the screens: 1%, -4%, 6%, 5%, 11, 7%, ?, -4

From PubChem
